# Screening results (PubChem BioAssay)
# HUVEC tox IL1B – cytotoxicity in IL-1B stimulated HUVEC, primary screen, cytotoxicity control for IL-1B NFkB translocation project, imaging, Hoechst nuclear count, IL-1B stimulus. cell count reduction, % at 2 µM. HUVEC cell count loss. 94,000 tested, 0.41% active;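 active = cell count reduction more than 3 SD above the screen-wide mean, cut at about 70% in these data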;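 also: normalized per plate to untreated control cells as the no-loss baseline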
# cytoskel mod – modifiers of F-actin cytoskeleton organization, primary screen, imaging, HUVEC, phalloidin staining, high-content imaging. HUVEC TNFa F-actin phalloidin imaging. inhibition, % at 2 µM. 91,000 tested, 0.18% active. AID 836, 2007;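 active = inhibition above the batch mean plus 3 SD and confirmed as a hit by visual image inspection, cut at about 30% in these data, passing the limit was not always enough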; also: strong numbers were not always called active
# Calb biofilm kill – clotrimazole potentiators killing Candida biofilms, primary screen, with clotrimazole, Alamar Blue; C. albicans biofilm + clotrimazole; inhibition, % at 6 µM; 85,000 tested, 0.14% active;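 active = inhibition above 20%; inactive = inhibition below 20%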;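 also: preformed 24 hr biofilms exposed to compound for 48 hr; 0% = biofilm without compound and 100% = blank killed by clotrimazole plus chlorhexidine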
# VCAM1 TNFa inh – inhibitors of TNFa-induced VCAM1 expression, primary screen, imaging, HUVEC, TNFa stimulus, immunofluorescence; HUVEC TNFa-induced VCAM-1 immunofluorescence, high-content imaging; inhibition, % at 2 µM; 95,000 tested, 0.48% active; AID 802, 2007;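 active = inhibition above the batch mean plus 3 SD, with images confirmed as a hit by eye, cut at about 37% in these data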;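 also: 0% = TNF-stimulated DMSO wells and 100% = unstimulated control wells; not every result past the cut was called active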
# Smad3 inh – Smad3/FoxH1 peptide binding inhibitors, primary screen, biochemical, TR-FRET; 88,000 tested, 0.29% active; TR-FRET Smad3/Dy647-FoxH1 peptide binding, europium anti-His; inhibition, % at 25 µM;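 active = compounds that reduce the energy-transfer binding signal between the protein and its labelled peptide by more than half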;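 also: 0% = Smad3 plus labelled peptide maximal FRET and 100% = peptide-only background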
# Target sequence (P84022 whole entry, looked up): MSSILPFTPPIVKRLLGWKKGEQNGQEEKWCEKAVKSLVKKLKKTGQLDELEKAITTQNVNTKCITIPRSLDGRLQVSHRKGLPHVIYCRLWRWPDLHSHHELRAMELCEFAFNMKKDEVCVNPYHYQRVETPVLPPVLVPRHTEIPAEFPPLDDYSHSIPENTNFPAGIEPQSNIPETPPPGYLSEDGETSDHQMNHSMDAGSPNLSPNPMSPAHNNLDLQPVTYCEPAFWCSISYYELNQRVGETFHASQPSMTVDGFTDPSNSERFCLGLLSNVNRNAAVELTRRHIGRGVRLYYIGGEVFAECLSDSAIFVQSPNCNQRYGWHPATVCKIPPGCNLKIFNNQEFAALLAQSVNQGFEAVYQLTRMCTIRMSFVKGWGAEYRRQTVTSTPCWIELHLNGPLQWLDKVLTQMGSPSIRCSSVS
# sEH act – soluble epoxide hydrolase activators, primary screen, biochemical, human sEH; purified human sEH enzymatic activity, activator screen; activation, % at 2 µM; 91,000 tested, 0.04% active; AID 717, 2007; in the data active = activation above about 37%; also: values of inactives mirror those of a sister screen read the other way
# sEH inhibitor – soluble epoxide hydrolase inhibitors, primary screen, biochemical, human sEH; Bifunctional epoxide hydrolase 2 (Homo sapiens), P34913; recombinant human sEH enzymatic activity assay; inhibition, % at 2 µM; 91,000 tested, 0.34% active; AID 707, 2007; in the data active = inhibition above about 80%; also: values of inactives mirror those of a sister screen read the other way; many of its hits are not listed in these tables
# TNFa cytotox – cytotoxicity in TNFa-stimulated HUVEC, primary screen, cytotoxicity control for VCAM1 expression modulator project, imaging, Hoechst nuclei count; 93,000 tested, 0.17% active; cell count reduction, % at 2 µM; HUVEC TNFalpha-stimulated, Hoechst cell count; AID 848, 2007;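 active = cell count reduction exceeding the screen mean by over 5 SD, scaled to untreated wells per plate, cut at about 78% in these data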;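 also: cells counted after 24 h of TNF alpha exposure following the 1 h pretreatment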
# ERb coact inh – inhibitors of ERβ-SRC1 coactivator interaction, primary screen, biochemical, TR-FRET, ERβ LBD, SRC-1 peptide | TR-FRET ER-beta LBD / SRC1-Cy5 peptide binding; receptor agonist-loaded with 1 µM estradiol | inhibition, % at 25.6 µM | 86,000 tested, 1.3% active | AID 633, 2007;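 active = compounds whose percent inhibition of the receptor-coactivator binding signal exceeds about 50% in the single-dose screen, limit read from the data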;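 also: 0% = receptor plus peptide wells without compound and 100% = peptide-only wells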
# Target sequence (Q92731 whole entry, looked up, the tested form may be a part): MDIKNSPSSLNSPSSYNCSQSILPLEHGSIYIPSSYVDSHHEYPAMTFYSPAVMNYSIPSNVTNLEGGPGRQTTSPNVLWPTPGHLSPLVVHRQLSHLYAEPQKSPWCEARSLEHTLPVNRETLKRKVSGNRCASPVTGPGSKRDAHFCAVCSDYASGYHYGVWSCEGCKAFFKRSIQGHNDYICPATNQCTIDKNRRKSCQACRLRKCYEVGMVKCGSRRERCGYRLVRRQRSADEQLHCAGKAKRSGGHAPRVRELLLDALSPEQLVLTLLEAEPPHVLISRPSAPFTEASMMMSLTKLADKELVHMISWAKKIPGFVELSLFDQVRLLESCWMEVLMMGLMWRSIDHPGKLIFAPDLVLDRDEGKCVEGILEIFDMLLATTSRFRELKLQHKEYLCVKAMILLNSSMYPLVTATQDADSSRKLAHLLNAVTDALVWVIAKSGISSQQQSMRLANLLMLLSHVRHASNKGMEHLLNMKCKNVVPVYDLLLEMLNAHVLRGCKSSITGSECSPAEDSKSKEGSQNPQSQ
# Active calls of the source: *; / = not tested or not shown; [ ] = another dose, or the depositor's remark. Not all compounds are listed, so the mix of outcomes need not match the whole.
smiles,sEH act,TNFa cytotox,HUVEC tox IL1B,sEH inhibitor,ERb coact inh,VCAM1 TNFa inh,Smad3 inh,Calb biofilm kill,cytoskel mod
CNc1sc(C(=O)c2ccc(F)cc2)c(N)c1-c1nc2ccccc2s1,0,-15,-15,2,22,-5,5,4,-2
COc1cccc(C(C(=O)NC2CCCCC2)N(C(=O)Cc2cccs2)c2ccc(-n3cnnn3)c(OC)c2)c1 (stereo unspecified),4,4,-15,-1,/,0,/,/,-34
O=C(c1ccc(-c2ccccc2)cc1)N1CCN(c2ncccn2)CC1,-6,4,7,4,-9,-43,4,2,-14
COc1cccc(/C=N/c2oc(-c3ccccc3)cc2C#N)c1O,-3,-6,-4,5,/,5,/,/,-21
CCO/C=C1/C(=O)N(CC)c2ccccc21,-16,/,16,17,4,/,-3,3,9
COc1cccc(Nc2ncccc2C(=O)NCc2ccccc2)c1,-1,-7,-17,1,-7,28,-8,11,1
NC(=O)C1(N2CCCCC2)CCN(c2nc(-c3ccccc3)cs2)CC1,-10,-20,13,11,-9,-8,8,6,46
O=C(c1ccccc1)[C@H]1[C@H](c2ccccc2)[C@@]2(N=C(c3ccccc3)OC2=O)C2c3ccccc3C=NN21 (stereo partly specified),13,-3,-1,-13,-5,8,4,7,15
Cc1ccc(S(=O)(=O)N2c3ccccc3OCC2C(C)(C)C)cc1 (stereo unspecified),-2,-2,-7,4,/,-5,/,/,-88
O=C(COc1ccc2ccccc2c1)N1CCN(c2ccccc2O)CC1,-10,-3,-5,12,-3,17,9,4,-14
COc1cc(/C=C2\SC(=S)N(Nc3ccccc3)C2=O)cc(OC)c1OC,4,-8,-3,-2,/,8,/,/,23
Cc1cc(C)n(-c2nc3nonc3nc2Nc2cccc(C)c2C)n1,3,-5,-27,0,/,7,/,/,-13
COCCOC(=O)C1=C(C)OC(N)=C(C#N)C1c1ccco1 (stereo unspecified),13,-12,7,-11,-2,2,-2,4,17
CCCCCCCCC(=O)N/N=C/c1ccccn1,-4,1,-10,6,/,-3,/,/,11
CCN(CCO)Cc1cc(=O)oc2c(C)c(C)ccc12,11,-19,3,-11,3[fluorescence artefact?],-17,-1,2,14
CCC(C)NS(=O)(=O)c1ccc(OC)c(Cl)c1Cl (stereo unspecified),4,-1,1,-2,/,-1,/,/,-4
COC(=O)Nc1ccc(S(=O)(=O)Nc2ccccc2F)cc1,2,-20,-34,-2,-18[fluorescence artefact?],15,-4,4,-39
Cc1ccccc1NC(=O)CN1CCC(NC(=O)Nc2ccccc2)CC1,-47,-13,-6,46,-1,22,3,5,-5
COc1ccccc1N=Cc1nc(-c2ccccc2)oc1OC(C)=O,-10,-8,-9,6,5[fluorescence artefact?],11,-10,-1,2
CC1(C)Cc2cccc(OCC(=O)Nc3nccs3)c2O1,15,-6,0,-17,1[fluorescence artefact?],16,-2,-3,0
C=Cn1ccnc1P(=S)(c1ccc2c(c1)c1ccccc1n2CC)c1nccn1C=C,3,-53,-41,-1,8[fluorescence artefact?],-49,-19,/,13
CCN(C1CCCCC1)S(=O)(=O)c1ccc(S(=O)(=O)N(CC(=O)Nc2ccccc2)C2CC2)cc1,0,-4,-7,-2,-3[fluorescence artefact?],4,-10,-2,-1
Cc1nc(CN2CCN(C(=O)NC3(c4ccccc4)CC3)CC2)cs1,-10,-1,22,9,-22[fluorescence artefact?],11,8,7,-15
CCC(CC)C(=O)Nc1cccc(C(=O)Nc2ccc(S(=O)(=O)Nc3ccc(C)cc3)cc2)c1,-63,/,0,64,/,-21,/,/,-32
c1ccc(OCCSc2nc3ccccc3[nH]2)cc1,9,6,39,-6,-4,-10,-10,5,-14
O=C(CN1C(=O)CCC1=O)Nc1ccc2c3c(cccc13)CC2,/,6,-19,/,3,-9,-12,/,5
Cc1ccc(NC(=O)N2CCC(C(=O)Nc3ccc(C)cc3C)CC2)cc1,3,-14,-42,1,6,-2,1,6,-42
O=C(c1cccnc1)N1CCN(C(=O)c2ccco2)CC1,2,-12,-24,2,-8[fluorescence artefact?],20,8,6,0
Cc1cc(C(=O)NCc2cc(C)n(C)n2)sc1-c1ccccc1,-71,-13,-38,72,-18[fluorescence artefact?],13,4,7,13
COc1cc(C(=O)Oc2cccc(C)c2)cc(OC)c1OC,-1,-4,-4,0,-2[fluorescence artefact?],18,0,2,-11
CC(=O)CC(=O)Nc1ccn(-c2ccccc2)n1,1,-14,-1,1,-2,0,11,6,-19
CCc1cc(C=C(Cl)Cl)oc(=O)c1C,-4,-52,-61,5,-27,1,5,7,/
Cc1ccc(C)c(-n2c(Cc3cc(=O)[nH]c(=O)[nH]3)nnc2SCC(=O)NCc2ccco2)c1,0,-13,-9,1,12,27,11,5,12
O=C(CCCNS(=O)(=O)c1cccc2nsnc12)NC1CCCCC1,0,0,6,0,3,10,2,3,/
COc1cc2c(cc1OC)CN(C(=O)CSc1nc(N)c(C#N)cc1C#N)CC2,9,6,-11,-6,3,6,3,5,-27
Cc1ccc(S(=O)(=O)N2CCCCC2)cc1C(=O)c1nccn1C,-6,0,15,5,-13,1,11,3,-44
CC(C)(C#N)N([O-])C=C[N+](=O)C(C)(C)C#N,/,-20,-10,/,-5,-10,11,7,18
O=C(Nc1cccc(F)c1)c1ccccc1,14,3,-4,-15,30[fluorescence artefact?],-12,-17,-1,5
CCCOCC1CC2(CC(C)(c3csc(N)n3)OC2=O)C(=O)O1 (stereo unspecified),5,-13,8,-5,-15,-10,2,-2,4
CC(=O)Nc1ccccc1-c1nn[nH]n1,-3,-48,2,5,-3[fluorescence artefact?],8,12[fluorescence artefact?],5,7
Fc1ccc(-c2nnc(-c3ccc(Cl)cc3)o2)cc1,-2,-7,-19,2,21[fluorescence artefact?],7,-2,6,7
CCOC(=O)C(NC(C)=O)(Nc1ccc(F)cc1)C(F)(F)F (stereo unspecified),17,23,10,-14,3,0,12,8,-40
Cc1cc(C(F)(F)F)c2sc(N)nc2n1,-6,-8,-58,7,4,1,-2,0,-25
Cc1ccccc1Cn1nnc2c1C(=O)c1ccccc1C2=O,-3,-15,-17,6,-8,-46,0,-1,4
Cc1ccc(C(=O)N/C(=C/c2ccc(-c3cccc([N+](=O)[O-])c3)o2)C(=O)NC(C)C)cc1,10,-3,-17,-7,/,-6,/,/,13
CCCCCCSc1cc(C)nc2ncnn12,-1,3,-12,6,-1,20,4,13,-7
CCC(C)(C(=O)NC1CCCC1)N(CC1CCCO1)C(=O)c1ccc2c(c1)OCO2 (stereo unspecified),3,-17,10,-3,-5,1,13,3,-35
Cc1cc(C)n(C2CCCCC2OC(=O)c2ccccc2)n1 (stereo unspecified),3,-2,26,1,-7,10,5,5,-5
COCCCN1C(=O)C(=O)/C(=C(/O)c2ccc(OCC(C)C)cc2)C1c1cccnc1 (stereo unspecified),9,-24,-25,-11,3[fluorescence artefact?],10,0,5,13
Cc1ccccc1C(=O)NC1CCN(CC(=O)Nc2c(C)cccc2C)CC1,4,-7,9,-4,-28[fluorescence artefact?],-7,5,8,8
O=S(=O)(NCc1csc(-c2cccnc2)n1)c1ccc(Cl)s1,-4,-6,39,6,54*,2,-2,12,-15
Cc1cccc(-c2nnc(-c3cccc(NC(=O)Cc4cccs4)c3)o2)c1,4,-13,-6,-1,/,4,/,/,12
COC(=O)C1=C(C(=O)c2ccccc2)C(c2cccs2)n2nnnc2N1 (stereo unspecified),1,-5,5,1,5,10,-4,6,-16
CCOC(=O)c1c(NC(=O)c2csc(C)c2)sc(C(C)=O)c1C,6,-18,3,-2,5,-6,4,0,2
CCn1nnc(-c2ccccc2NC(=O)c2cc(OC)c(OC)c(OC)c2)n1,/,-1,-23,/,-4,-1,1,9,-16
CCCCNC(=O)c1nc2ncc(Br)cn2n1,7,0,-39,-6,8,-3,-26,4,9
CCCCCCC1CC(CSC(=N)N)OC1=O (stereo unspecified),-2,-13,-1,2,-7,-4,18[fluorescence artefact?],8,-2
O=C(COc1ccc2ccccc2c1)NCC(=O)N/N=C/c1ccco1,0,-1,-7,3,/,0,/,/,-18
Cc1ccc(S(=O)(=O)Nc2cccc3ncccc23)s1,-9,5,14,10,/,4,/,/,-1
COc1ccc(CCNC(=O)Cn2nnc(-c3ccc(N4CCOCC4)cc3)n2)cc1OC,-11,-28,-10,10,-7,5,-1,-2,1

# Given field by field: part of the list above.
COc1ccc(CCNC(=O)Cn2nnc(-c3ccc(N4CCOCC4)cc3)n2)cc1OC
  sEH act: -11
  TNFa cytotox: -28
  HUVEC tox IL1B: -10
  sEH inhibitor: 10
  ERb coact inh: -7
  VCAM1 TNFa inh: 5
  Smad3 inh: -1
  Calb biofilm kill: -2
  cytoskel mod: 1

O=C(COc1ccc2ccccc2c1)NCC(=O)N/N=C/c1ccco1
  sEH act: 0
  TNFa cytotox: -1
  HUVEC tox IL1B: -7
  sEH inhibitor: 3
  ERb coact inh: /
  VCAM1 TNFa inh: 0
  Smad3 inh: /
  Calb biofilm kill: /
  cytoskel mod: -18

# The list continues:
smiles,sEH act,TNFa cytotox,HUVEC tox IL1B,sEH inhibitor,ERb coact inh,VCAM1 TNFa inh,Smad3 inh,Calb biofilm kill,cytoskel mod
O=[N+]([O-])c1ccc(Cl)c(-c2ccc(/C=N/c3c(-c4ccco4)nc4ccccn34)o2)c1,1,0,-22,-2,/,6,/,/,-2
Cc1ccn2cc(CCNS(=O)(=O)c3ccc4c(c3)OCCO4)nc2c1,-4,-34,7,2,-6,5,1,8,-8
CC(=O)n1cc(C2C(=O)CCCC2=O)c2ccccc21,2,-4,5,-2,7,14,4,12,-28
Cc1ccc2nsnc2c1S(=O)(=O)NCCc1c(C)[nH]c2ccc(F)cc12,-1,-16,5,3,-3,9,13,2,2
O=S(=O)(NCC1CCCO1)c1ccc2oc3ccc(S(=O)(=O)NCC4CCCO4)cc3c2c1 (stereo unspecified),0,-3,-30,4,-1,21,2,5,-1
COc1cc(C(=O)Nc2cc(-c3nc4cc(C)ccc4o3)ccc2C)cc(OC)c1OC,7,-14,-19,-7,60*[fluorescence artefact?],4,-1,3,-2
CCOc1cccc(NC(=O)C2CCCN(S(=O)(=O)c3ccc(-n4cnnn4)cc3)C2)c1 (stereo unspecified),-18,-27,-19,17,-1,7,3,6,29
O=Cc1cc2ccccc2nc1SCc1ccc(Cl)c(Cl)c1,14,69,65,-13,/,72*,/,/,-49
CC(C)(/C=N/O)/[N+]([O-])=C/c1ccccc1C(F)(F)F,6,-17,-75,-7,/,-2,/,/,-1
O=C(CSc1nc(-c2ccco2)cc(C(F)(F)F)n1)NCCc1ccccc1,-5,-16,-12,8,-9,-11,-1,7,-1
CC(=O)C1=C(C)NC(SCC(N)=O)=C(C#N)C1c1sccc1C (stereo unspecified),2,11,12,-2,-1,15,-3,7,-4
O=C(NCc1ccco1)c1cccc(S(=O)(=O)N2CCCCC2)c1,-1,-18,17,1,2,7,2,10,11
CCOc1ccc(CN2CCN(C(=O)c3ccccc3)CC2)cc1,-4,-1,-20,5,15,17,-4,3,-3
O=C(C1CCC(C(=O)N2CCc3ccccc32)CC1)N1CCc2ccccc21 (stereo unspecified),-17,-20,-31,15,5,6,-7,3,-13
